HIV RNase H inh: blocks HIV-1 RNase H cleavage of RNA/DNA duplex; P04585; RT-RNase H RNA/DNA duplex cleavage, fluorescence; inhibition, % at 10 µM; actives 1.9% (n = 65,000); in the data active = inhibition above about 50%
RmlC RmlD mix: inhibitors of RmlC and RmlD coupled enzymes | inhibition, % at 5.5 µM | actives 0.39% (n = 110,000) | RmlC/RmlD coupled enzyme inhibition, 384-well mixture HTS; in the data active = inhibition above about 30%, passing the limit was not always enough; also: strong numbers were not always called active
The depositor's hits bear a star; / = no result given. Only part of the results is shown (hit frequency here may not be typical).

| Compound | HIV RNase H inh | RmlC RmlD mix |
| --- | --- | --- |
| O=c1oc(-c2ccccc2)nc2c1C1(CCCCC1)Cc1ccccc1-2 | / | -12 |
| COc1ccc(CCNC(=O)c2c(O)c3c([nH]c2=O)CCCC3)cc1 | -5 | 2 |
| O=C(c1ccccn1)N(CC1CCCO1)C1(C(=O)NC2CCCCC2)CCCCC1 (stereo unspecified) | -4 | 13 |
| CCOC(=O)CSc1nc2ccccc2c(=O)n1NC(=O)c1ccccc1 | -5 | -7 |
| CCOc1ccccc1/C=c1\sc2nc(-c3ccco3)nn2c1=O | 34 | 6 |
| COc1cc(C(=O)OC2CCN(C)CC2)cc(OC)c1OC | -4 | 11 |
| CCC(C(=O)NC1CCCCC1)n1c(SCc2cccc(F)c2)nc2ccncc21 (stereo unspecified) | / | -5 |
| Cc1cc(C)n(-c2ccc(C(=O)Nc3cc(C(F)(F)F)ccc3N3CCOCC3)cc2)n1 | / | -8 |
| O=C(CN1CCCCC1)Nc1ccccc1-c1ccccc1 | / | -46 |
| O=C(O)CSC1CC(=O)N(c2ccc(Cl)cc2)C1=O (stereo unspecified) | 4 | 14 |
| Nc1nc(COc2ccccc2)cs1 | / | -16 |
| COc1cc(CNCCN2CCOCC2)ccc1OCc1ccc(Cl)cc1 | / | -10 |
| COC(=O)c1nc(NC2=NCCCCC2)n[nH]1 | -3 | 6 |
| CCCCCC(=O)N1CCN(CCN=CC2=C(O)CC(c3ccco3)CC2=O)CC1 (stereo unspecified) | -16 | 5 |
| CCOCC(=O)Nc1cc(C(=O)Nc2ccccc2)ccc1Cl | / | -8 |
| Cc1ccc([N+](=O)[O-])cc1NC(=O)c1ccc(-c2ccccc2)cc1 | / | -12 |
| Cc1cc(C)n(-c2nnc(SCC(=O)NC3CCCC3)c3ccccc23)n1 | / | 10 |
| Cc1ccc(S(=O)(=O)N2CCC(C(=O)N[C@H](C(=O)N3CCN(C)CC3)C(C)C)CC2)cc1 | -2 | -4 |
| O=C(CSc1nc(SCC(=O)NCc2ccccc2)n(-c2ccccc2)n1)NCc1ccccc1 | / | -2 |
| COc1ccc(N=C2SC(C(=O)O)CC(=O)N2C)cc1 (stereo unspecified) | -1 | 6 |

At a glance, part of the list above.
| Compound | HIV RNase H inh | RmlC RmlD mix |
| --- | --- | --- |
| Cc1ccc([N+](=O)[O-])cc1NC(=O)c1ccc(-c2ccccc2)cc1 | / | -12 |
| Cc1cc(C)n(-c2nnc(SCC(=O)NC3CCCC3)c3ccccc23)n1 | / | 10 |

(cont.)
| Compound | HIV RNase H inh | RmlC RmlD mix |
| --- | --- | --- |
| COCC(=O)Nc1ccc(C)c(Cl)c1 | -5 | 3 |
| COC(=O)c1cc(-c2c(C)oc3cc(OC(C)C)ccc3c2=O)c(C)o1 | -11 | -1 |
| CCOc1ccc(OCCN2C(=O)NC3(CCCc4ccccc43)C2=O)cc1 (stereo unspecified) | -2 | -33 |
| O=C(CN1C(=O)CC(c2ccccc2)=Nc2ccccc21)NCc1ccco1 | -9 | 1 |
| CS(=O)(=O)N(Cc1cc2ccccc2[nH]c1=O)C1CCCCC1 | -4 | / |
| c1nc(NCC2CCCO2)c2[nH]cnc2n1 (stereo unspecified) | -7 | 8 |
| CCN(CC)c1ccc(NC(=O)COC(=O)C23CCC(=O)N2c2ccccc2S3)cc1 (stereo unspecified) | / | -2 |
| CCC(=O)NCCn1c(C)cc2ccccc21 | -8 | 12 |
| CCOc1cc(N2CCOCC2)c(OCC)cc1NC(=O)c1ccc(=O)n(Cc2ccccc2)n1 | 11 | / |
| CCOCCc1nnc(NC(=O)COC)s1 | -4 | 0 |
| O=C(c1ccco1)N1CCN(C(=O)c2cc(-c3ccccc3)nc3ccccc23)CC1 | / | 12 |
| CCOC(=O)N1CCN(c2c(N3CCN(c4ccccc4OC)CC3)c(=O)c2=O)CC1 | -9 | -7 |
| O=C1C2C3C=CC(C3)C2C(=O)N1/N=C/c1cc(Br)cc([N+](=O)[O-])c1O (stereo unspecified) | / | 5 |
| CC(C)CC(C(=O)Nc1ccc2c(c1)OCCO2)N1C(=O)c2ccccc2C1=O (stereo unspecified) | 3 | -10 |
| Cc1ccc(-c2nc(Nc3cccc(C)c3)sc2CC(=O)O)cc1 | / | 15 |
| Cc1ccc(NC(=O)c2ccccc2)cc1 | / | 3 |
| Nc1[nH]nc2nc(N3CCOCC3)nc(-c3ccccc3)c12 | -5 | 6 |
| c1ccc(-c2ccc(-c3ccccn3)nn2)nc1 | 83* | / |
| Cc1nnc(-c2cnn(-c3ccccc3)c2N)n1Cc1ccncc1 | / | -7 |
| COc1ccc(NC(=O)c2cc(=O)c3ccccc3o2)cn1 | -5 | -2 |
| CCn1c(CSc2nc3ccccc3s2)nnc1SCC(=O)c1ccc(O)c(O)c1 | / | -6 |
| COc1cc(C2C(C#N)=C(N)Oc3c2oc(CO)cc3=O)cc(OC)c1OC (stereo unspecified) | -7 | 0 |
| Brc1cccc(-c2nnco2)c1 | -11 | -3 |
| CCCc1[nH]nc2c1C(c1cc(OC)ccc1F)C(C#N)=C(N)O2 (stereo unspecified) | -10 | -10 |
| N#Cc1cc([N+](=O)[O-])ccc1Oc1cccc(/C=N/NC(=O)c2ccc(Cl)cc2)c1 | / | -5 |
| CCOC(=O)C1=C(C)NC(=O)C1CC(=O)Nc1ccccc1 (stereo unspecified) | -3 | -2 |
| O=C(CSc1nc(-c2ccco2)cc(C(F)(F)F)n1)N1CCc2ccccc2C1 | -60 | 4 |
| O=C(COC(=O)CNS(=O)(=O)/C=C/c1ccccc1)NC1CCS(=O)(=O)C1 (stereo unspecified) | 0 | 9 |
| Cc1ccccc1-c1cc(C(=O)Nc2sc(C(=O)OC(C)C)c(C)c2C#N)c2ccccc2n1 | / | 12 |
| O=C(CN1C(=O)NC2(CCc3ccccc32)C1=O)Nc1ccc(N2CCOCC2)cc1 (stereo unspecified) | / | 25 |

Later entries
Fields: HIV RNase H inh	RmlC RmlD mix
> O=C(C1=C[C@H](c2csc3ccccc23)C[C@H](OCc2ccc(CO)cc2)O1)N1CCN(Cc2ccccc2)CC1
  /	-15
> Nn1c(SCC(=O)Nc2ccc(F)cc2)nnc1-c1cccnc1
  7	-8
> O=S(=O)(NCCc1ccccc1)c1cccc(S(=O)(=O)N2CCOCC2)c1
  -18	14
> COc1ccc(/C(O)=C2\C(=O)C(=O)N(c3cc(C)on3)C2c2ccc(OC)c(OC)c2)cc1OC (stereo unspecified)
  -2	-6
> Cn1c(Cc2c[nH]c3ccccc23)n[nH]c1=S
  /	-10
> CCCCCC1CC1C(=O)N/N=C/c1ccc(N(C)C)cc1 (stereo unspecified)
  /	22
> N#Cc1nc(COc2ccccc2)oc1N1CCOCC1
  -23	/
> COc1ccc(S(=O)(=O)NNC(=O)c2cc3cc4ccccc4nc3s2)cc1
  /	5
> COc1ccccc1N1CCN(C2CCN(C(=O)c3cc(OC)c(OC)c(OC)c3)CC2)CC1
  0	-9
> CCC(=O)N1CCc2cc(S(=O)(=O)NC(C(=O)NCc3ccc(F)cc3)C(C)C)ccc21 (stereo unspecified)
  -2	3
> Cc1cc(=O)[nH]c(SCc2nc3ccccc3s2)n1
  -11	-16
> O=C(Nc1cccc(Cl)c1)C1=Cc2cc(Cl)ccc2OC1
  /	-3
> CCOc1cc(C2C3=C(CCCC3=O)NC3=C2C(=O)CCC3)ccc1OCCO
  -3	11
> O=C(c1ccncc1)c1ccc(NS(=O)(=O)c2ccc(Br)s2)cc1
  /	-9
> CCC(Sc1nc2ccccc2[nH]1)C(=O)Nc1cc(C)on1 (stereo unspecified)
  -3	9

Among those listed so far, 3 have a nitro group on carbon:
Fields: HIV RNase H inh	RmlC RmlD mix
> Cc1ccc([N+](=O)[O-])cc1NC(=O)c1ccc(-c2ccccc2)cc1
  /	-12
> O=C1C2C3C=CC(C3)C2C(=O)N1/N=C/c1cc(Br)cc([N+](=O)[O-])c1O (stereo unspecified)
  /	5
> N#Cc1cc([N+](=O)[O-])ccc1Oc1cccc(/C=N/NC(=O)c2ccc(Cl)cc2)c1
  /	-5

Other results follow.
Fields: HIV RNase H inh	RmlC RmlD mix
> O=C(O)c1ccc2cc[nH]c2c1
  -1	-8
> COc1ccccc1-c1nn2c(C(F)(F)F)nnc2s1
  -3	21
> COc1cccc(NC(=O)N2CCN(C(=O)C(Cc3ccc(OC)c(OC)c3)NC(C)=O)CC2)c1 (stereo unspecified)
  -5	-9
> Cc1nn2c(=O)nc3sc4c(c3c2[nH]c1=O)CCCC4
  -8	5
> COc1ccc(CCNC(=O)CSc2nc(C)nc3c2c(=O)n(C)c(=O)n3C)cc1OC
  -1	-8
> COc1cc(C(=O)Nc2ccc(S(=O)(=O)Nc3onc(C)c3C)cc2)cc(OC)c1OC
  -2	-14
> O=C(CSc1nnc(-c2c[nH]c3ccccc23)o1)N1c2ccccc2CCc2ccccc21
  11	8
> Cc1cc(C)nc(NC(=O)CSc2nc3cc(Cl)ccc3s2)n1
  /	4
> CCOc1ccc(-c2[nH]nc3c2C(c2ccc4c(c2)OCO4)C(C#N)=C(N)O3)cc1OC (stereo unspecified)
  -24	/
> Cc1cc(NC(=O)CSc2nnnn2Cc2ccccc2)no1
  -7	-14
> CCCSc1nc(N2CCCC2)c2c(c1C#N)CC(C)(C)OC2
  14	1
> CN(C)c1ccc(NC(=O)Cn2cc3c(n2)CCCC3)cc1
  5	-10
> Cc1cccc(NC(=O)c2snc3c(=O)[nH]cnc23)c1
  -3	-14
> Cc1ccccc1N(C(=O)Cc1ccsc1)C(C(=O)NC1CCCCC1)c1ccc(F)cc1 (stereo unspecified)
  /	2
> Fc1ccc(OCc2nc(-c3ccc(Br)o3)no2)c(F)c1
  -33	4
> CC(=O)Nc1ccc(-c2nnn(CC(=O)c3ccccc3)n2)cc1Cl
  -16	5
> COc1cccc(-n2c(SCC(=O)N3CCOCC3)nnc2-c2c[nH]c3ccccc23)c1
  -12	-13
> COc1ccc(OC)c(-c2cc(C(=O)N3CCN(c4ccccc4)CC3)no2)c1
  -11	4
> CCCOc1ccc(N2C(=O)CC(N(C(=O)c3ccco3)c3ccc(OCCC)cc3)C2=O)cc1 (stereo unspecified)
  /	-12
> CCn1c(=O)cc(SCC(=O)NCc2ccccn2)c2ccccc21
  -10	107
> CCN(CCO)Cc1csc2c(Br)cccc12
  /	-11
> N#Cc1c(N)nc(-c2ccccc2)nc1-c1ccccc1
  14	10
> Oc1ccc2ccccc2c1N=Nc1ccccn1
  /	-16
> Cc1csc(SCC(=O)O)n1
  1	-8
> Cc1ccc(C(=O)N2CCC3(CC2)Oc2ccc(F)cc2C(=O)C32CC(c3ccc(Cl)cc3)=NO2)s1 (stereo unspecified)
  /	-1
> CNC(C)C#Cc1ccc2oc3cc(C)c(C)cc3c(=O)c2c1 (stereo unspecified)
  /	-10
> NC(=O)NC(Cc1ccccc1)C(=O)Nc1ccc(S(N)(=O)=O)cc1 (stereo unspecified)
  /	-12
> CCN(CC#CCC(O)(c1ccccc1)C1CCCC1)C(C)C (stereo unspecified)
  /	48
> CCNc1nc2[nH]c(=O)c3c(c2s1)OC(N)=C(C#N)C3c1ccc(C)cc1 (stereo unspecified)
  /	17
> CC[n+]1c(/C=C/N(C)c2ccccc2)sc2ccc(Cl)cc21
  /	-11
> c1ccc2c(c1)ncn2CCn1cnc2ccccc21
  -14	-13
> O=c1n(-c2ccccc2)c(=O)n(Cc2ccccn2)n1Cc1ccccn1
  -10	7
> CC(C)OC(=O)c1nnc(Cc2ccc(F)cc2)o1
  -6	7
> CN1CCN(Cc2ccc(-c3ccc(Cl)cc3)o2)CC1
  -4	-10
> O=c1c2cccc3c2c(nn1-c1ccccc1)-c1ccccc1-3
  /	2
> COc1ccc(/C=C(\NC(=O)c2ccc(OC)cc2)C(=O)NC(CCSC)C(=O)O)cc1 (stereo unspecified)
  /	-8
> CN1CCN(c2ccc(N)c(N3CCN(C)CC3)c2)CC1
  -6	8
> Cc1cc(C)cc(N(CC(=O)NCc2cccnc2)S(C)(=O)=O)c1
  -9	6
> CC(=O)Nc1nonc1-c1nc2ccccc2n1CCC#N
  -14	12
> CC(C)CNC(=S)N1CCC(NC(=O)C23CC4CC(CC(C4)C2)C3)CC1
  /	3
> O=S(=O)(c1ccc2ccccc2c1)N1CCC(c2nc(-c3ccncc3)no2)CC1
  /	8
> CC(C)C(c1nnnn1Cc1ccc(F)cc1)N1CCN(C2CCCCC2)CC1 (stereo unspecified)
  -9	-7
> O=C1c2ccccc2C(=O)N1Cc1nc(-c2ccccc2)no1
  -24	-8
> Cc1cc(C)n(CC(O)COc2ccccc2C(=O)Nc2ccccc2)n1 (stereo unspecified)
  4	-14
> CC(=O)NC1CC2CCCC(C1)N2C(=O)Nc1ccccc1 (stereo unspecified)
  /	-14

In a second layout: entries from further up.
> CC(=O)Nc1nonc1-c1nc2ccccc2n1CCC#N
  HIV RNase H inh: -14; RmlC RmlD mix: 12

> Cc1cc(C)n(CC(O)COc2ccccc2C(=O)Nc2ccccc2)n1 (stereo unspecified)
  HIV RNase H inh: 4; RmlC RmlD mix: -14

> CN1CCN(c2ccc(N)c(N3CCN(C)CC3)c2)CC1
  HIV RNase H inh: -6; RmlC RmlD mix: 8

Continuation.
Fields: HIV RNase H inh	RmlC RmlD mix
> CCOC(=O)C1CCN(C(=O)C2CCN(c3nc4ccc(OC)cc4s3)CC2)CC1
  3	-11
> CCOC(=O)CNC(=O)C(=O)c1c(O)[nH]c2ccccc12
  -7	11
> Cc1ccc(S(=O)(=O)c2nc(-c3ccc(F)cc3)oc2SCC(N)=O)cc1
  9	1
> Cc1noc(C)c1C(=O)N1CCCC1
  /	-53
> Cc1cc(OCC(=O)NC2CCS(=O)(=O)C2)c2c3c(c(=O)oc2c1)CCC3 (stereo unspecified)
  -11	18
> Fc1cccc(F)c1CSc1nc2ccccc2[nH]1
  /	-16
> CCc1cccc(C)c1NC(=O)C1C2CCC(O2)C1C(=O)O (stereo unspecified)
  -10	-1
> O=C(Nc1ccccc1)c1ccc(CSc2ncccn2)cc1
  /	7
> CN(C)c1oc(-c2cccs2)nc1C#N
  -23	/

High-throughput results (PubChem)
